Screening data: PubChem BioAssay, National Center for Advancing Translational Sciences (NCATS)
DT40 TDP1 no CPT: qHTS for Inhibitors of human tyrosyl-DNA phosphodiesterase 1 (TDP1): qHTS in cells in absence of CPT | DT40 Tdp1-/- hTDP1 cells, no CPT, ATP luminescence, 48 h | Potency, µM (series often up to 46.2 µM), for inactives: at the top dose activity change, negative = growth inhibition, actives largely listed as inhibitors | 15% of 420,000 active | AID 686978, 2013; further: nearly all actives have a fitted effect of over 55% in size
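Chicken DT40 Tdp1-/- cells stably complemented with human TDP1 were seeded at 400 cells/well with DMSO in place of 20 nM camptothecin. After compound pinning, cells grew at least 48 hr at 37 °C; viability read by CellTiter-Glo luminescence.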
TDP1 block: inhibitors of human tyrosyl-DNA phosphodiesterase TDP1. Q9NUW8. recombinant TDP1, AlphaScreen DNA substrate cleavage. Potency, µM (series often up to 130 µM), without a hit: at the highest dose activity change, negative = inhibition, most hits filed as inhibitors. 0.28% of 350,000 active. AID 485290; further: nearly all actives have a fitted effect of over 40% in size
Target sequence (Q9NUW8 whole entry, looked up): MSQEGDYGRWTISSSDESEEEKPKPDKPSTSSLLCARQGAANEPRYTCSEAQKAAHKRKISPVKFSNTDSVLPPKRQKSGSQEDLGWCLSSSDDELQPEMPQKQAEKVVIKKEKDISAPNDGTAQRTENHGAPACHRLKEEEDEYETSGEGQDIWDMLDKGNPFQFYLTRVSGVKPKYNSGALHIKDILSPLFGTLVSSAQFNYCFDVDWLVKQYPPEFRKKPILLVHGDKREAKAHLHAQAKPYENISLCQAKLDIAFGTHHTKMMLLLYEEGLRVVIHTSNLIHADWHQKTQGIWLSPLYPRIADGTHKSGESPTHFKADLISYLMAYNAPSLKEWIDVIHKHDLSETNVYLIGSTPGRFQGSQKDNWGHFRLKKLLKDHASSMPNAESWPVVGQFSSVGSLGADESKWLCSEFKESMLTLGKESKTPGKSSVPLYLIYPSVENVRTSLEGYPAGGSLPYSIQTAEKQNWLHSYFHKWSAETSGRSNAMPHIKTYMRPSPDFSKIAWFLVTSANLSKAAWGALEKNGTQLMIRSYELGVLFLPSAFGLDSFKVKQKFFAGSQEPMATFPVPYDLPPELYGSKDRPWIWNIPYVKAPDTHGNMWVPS
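Signal: AlphaScreen proximity between streptavidin donor and anti-FITC acceptor beads on intact substrate. Reaction: Tdp1 1 nM, substrate 15 nM final, 5 min RT after 15 min compound preincubation.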
DT40 TDP1 CPT: growth inhibition of DT40 Tdp1-/-;hTDP1 cells with camptothecin (screen for TDP1 inhibitors). chicken DT40 Tdp1-/-;hTDP1 cells + 20 nM CPT, ATP luminescence, 48 h. Potency, µM (doses to about 46.2 µM), without a hit: top-dose activity change, negative = growth inhibition, most hits filed as inhibitors. 12% of 420,000 active. AID 686979; further: nearly all actives have a fitted effect of over 55% in size
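Chicken DT40 Tdp1-/- cells complemented with human TDP1, 400 cells/well, exposed to compounds plus 20 nM camptothecin for at least 48 h at 37 C; viability read as ATP content by CellTiter-Glo luminescence.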
Numbers without * were called inactive; ? = inconclusive; nt = no result given; [ ] = remark or other dose. The call rests on the fitted dose curve; in most records, active means well fitted curve in the direction sought with a large enough effect; inconclusive means small, poorly fitted or top-dose-only effect, or another doubt; inactive means no such curve, though single readings can be large; an effect the other way counts as inactive or inconclusive. On the % scale 0 is the no-effect control and ±100 the full control effect; potency means the concentration at half of the fitted maximal effect.

(1) COc1ccc(COC(=O)C2CC(=O)N(Cc3ccccc3)C2)cc1 (configuration not stated)
(2) O=C(O)CC/C(=C\c1ccccc1[N+](=O)[O-])c1nc2ccccc2s1
(3) Cc1cc(C(=O)OCC(=O)NC2CCCC2)c2ccccc2n1
(4) Cn1c(=O)n(CCN2CCOCC2)c(=O)c2c1nc1n2CCN1c1ccc(Oc2ccccc2)cc1
(5) CCOC(=O)c1[nH]c(C)c(C(=O)OCc2c(C)noc2C)c1C
(6) Cc1cc(C)n2nc(C(=O)OC(C)C(=O)c3cc(C)c(C)cc3C)nc2n1 (configuration not stated)
(7) O=C(Nc1ccccc1)C1Cc2c(-c3ccc(Cl)cc3)ccnc2O1 (configuration not stated)
(8) Fc1ccccc1CNc1ccc(Cl)cc1
entry no. | 1 | 2 | 3 | 4 | 5 | 6 | 7 | 8
DT40 TDP1 no CPT | -17% | -4% | 10% | ? | -18% | -7% | ? | -15%
TDP1 block | 1% | 3% | -4% | 2% | -1% | nt | nt | -10%
DT40 TDP1 CPT | -7% | -6% | 2% | ? | -26% | 10% | ? | -22%

(9) C/C(=N\O)c1cc(Cl)ccc1O
(10) CN(C)c1ncc2nc(-c3ccc(Cl)cc3)c(=O)n(Cc3cccs3)c2n1
(11) O=C1CCCC2=C1C1(CCCCC1)N=C(Nc1nc3ccccc3o1)N2
(12) CCOc1ccc2nc(N3CCCC(C(=O)NCC4CCCO4)C3)sc2c1 (configuration not stated)
(13) O=C(c1cnc2ccc3ccccc3c2c1)c1cc(F)ccc1O
(14) CNc1nc(-c2ccccn2)nnc1-c1ccccc1
(15) Cn1nccc1C(=O)Nc1cccc(S(=O)(=O)N2CCOCC2)c1
(16) O=[N+]([O-])c1cccnc1-n1cnc2ccccc21
entry no. | 9 | 10 | 11 | 12 | 13 | 14 | 15 | 16
DT40 TDP1 no CPT | 4% | -7% | 13µM* | -16% | ? | 22µM* | 13% | -1%
TDP1 block | 6% | nt | 2% | nt | nt | 4% | 1% | 0%
DT40 TDP1 CPT | 6% | 1% | ? | -27% | 7.3µM* | ? | 0% | -8%

(17) COc1ccc(NC(=O)CSc2nc(C)cc(C)n2)c([N+](=O)[O-])c1
(18) COc1cccc2sc3cc(NCc4ccc(C)o4)ccc3c(=O)c12
(19) Cc1cccc(C(=O)NNC(=O)c2n[nH]c(=O)c3ccccc23)c1C
(20) S=C(Nc1cccnc1)NC1CCCC1
(21) CC(=O)Oc1ccc(/C=C/c2nc3ccccc3c(=O)o2)cc1
(22) Cc1cccc(-c2noc(C3CCCCC3)n2)c1
(23) CCCNC(=O)C1(C)CCN(C(=O)c2oc3ccccc3c2C)C1 (configuration not stated)
(24) C=CCCCOc1ccc(C(=O)O)cc1
entry no. | 17 | 18 | 19 | 20 | 21 | 22 | 23 | 24
DT40 TDP1 no CPT | ? | -29% | -16% | -27% | -4% | -2% | -15% | -5%
TDP1 block | 5% | 5% | -2% | 5% | nt | 5% | nt | 3%
DT40 TDP1 CPT | -2% | ? | ? | -13% | 0% | -4% | -8% | -15%

(25) COc1ccccc1CNC(=O)c1ccncc1
(26) O=C1CSc2ccc(C(=O)Nc3cccc(S(=O)(=O)Nc4ccc(Br)cc4)c3)cc2N1
(27) COC(=O)C1=C(C)N(CCc2ccccc2)C(=O)C1(NS(=O)(=O)c1ccc(NC(C)=O)cc1)C(F)(F)F (configuration not stated)
(28) O=C1C2C3C=CC(CC3)C2C(=O)N1/N=C/c1ccccc1O (configuration not stated)
(29) CCOC(=O)N1CCC(NC(=O)CCCN2C(=O)CSc3ncccc32)CC1
(30) COc1ccccc1CC(=O)NCc1csc(-c2cccs2)n1
(31) C=CC[C@H](CC(=O)NCCO)C(=O)N[C@@H](C)COC(=O)[C@H](CC=C)CC(=O)OC(C)(C)C
(32) CC(C)=C1C2C=CC1C(C(=O)Nc1cc(C)ccc1C)C2C(=O)O (configuration not stated)
entry no. | 25 | 26 | 27 | 28 | 29 | 30 | 31 | 32
DT40 TDP1 no CPT | 4% | 8.2µM* | ? | -7% | -3% | -7% | -8% | ?
TDP1 block | nt | 5% | 0% | 2% | -3% | 5% | -2% | 2%
DT40 TDP1 CPT | -24% | 18µM* | -22% | 1% | -4% | -3% | 1% | ?

As entered above.
DT40 TDP1 CPT, #31 stands at 1%
DT40 TDP1 CPT, #13 stands at 7.3µM*

Compound profiles, as listed above. Values in the order: DT40 TDP1 no CPT | TDP1 block | DT40 TDP1 CPT
Profile of COc1ccccc1CC(=O)NCc1csc(-c2cccs2)n1 : -7% | 5% | -3%
Profile of COc1ccccc1CNC(=O)c1ccncc1 : 4% | nt | -24%
Profile of CC(C)=C1C2C=CC1C(C(=O)Nc1cc(C)ccc1C)C2C(=O)O (configuration not stated) : ? | 2% | ?
Profile of O=C1CSc2ccc(C(=O)Nc3cccc(S(=O)(=O)Nc4ccc(Br)cc4)c3)cc2N1 : 8.2µM* | 5% | 18µM*

Next part:
(33) COc1cccc(Sc2ccccc2CN(C)C)c1
(34) COc1ccc(OCCn2cc(/C=N/NC(=O)c3ccncc3)c3ccccc32)cc1
(35) Cc1cc(C)cc(NC(=O)CSc2nnc(-c3ccccc3C)o2)c1
(36) COC(=O)[C@H](CCSC)NC(=O)Nc1ccc(C)cc1C
(37) O=C(Nc1cccc(C(F)(F)F)c1)c1ccc2snnc2c1
(38) CN(c1ccccc1)S(=O)(=O)c1cccc(Cl)c1Cl
(39) COc1ccc(C(=O)Cn2c(Cl)nc3c2c(=O)n(C)c(=O)n3C)cc1
(40) CC(=O)Nc1ccc(NC(=O)CSc2nccn2Cc2ccc3c(c2)OCO3)cc1
entry no. | 33 | 34 | 35 | 36 | 37 | 38 | 39 | 40
DT40 TDP1 no CPT | ? | -8% | 10% | 1% | 4% | -18% | 21µM* | ?
TDP1 block | 3% | 8% | 6% | 3% | 0% | -4% | 0% | 1%
DT40 TDP1 CPT | ? | -2% | 2% | 1% | -24% | 0% | ? | ?

Pulled by compound from the list above:
(37) O=C(Nc1cccc(C(F)(F)F)c1)c1ccc2snnc2c1
(39) COc1ccc(C(=O)Cn2c(Cl)nc3c2c(=O)n(C)c(=O)n3C)cc1
entry no. | 37 | 39
DT40 TDP1 no CPT | 4% | 21µM*
TDP1 block | 0% | 0%
DT40 TDP1 CPT | -24% | ?

Continuation.
(41) COc1cc(S(=O)(=O)N(Cc2ccccn2)Cc2ccco2)ccc1-n1cnnn1
(42) O=C(Cn1cc(C(F)(F)F)ccc1=O)N/N=C/c1ccc(Cl)cc1
(43) Cc1cc(C)c2c(c1)/C(=C/C(=O)c1ccc(Br)s1)C(=O)N2
(44) O=C(CCc1nc2ccccc2c(=O)[nH]1)Nc1ccc(F)c([N+](=O)[O-])c1
(45) COc1ccc(OC)c(NC(=O)C(C)n2c(=O)c(-c3ccccc3NC(C)=O)nc3ccccc32)c1 (configuration not stated)
(46) CCN(C(=O)COC(=O)CCC(=O)c1ccccc1)c1c(N)n(Cc2ccccc2)c(=O)[nH]c1=O
(47) Cc1cc(NC(=O)c2ccc(N(C)S(=O)(=O)c3ccccc3)cc2)no1
(48) CC1CCCN1c1ccnc2cc(Cl)ccc12 (configuration not stated)
entry no. | 41 | 42 | 43 | 44 | 45 | 46 | 47 | 48
DT40 TDP1 no CPT | -19% | -25% | 3.7µM* | ? | ? | -9% | ? | 16µM*
TDP1 block | 7%[56.1 µM] | 3% | 10% | 6% | 0% | 1% | 4% | nt
DT40 TDP1 CPT | ? | -12% | 4.6µM* | ? | 23µM* | -14% | -44% | 29µM*

Rewritten with two lines to a compound: 2 of the compounds above.
Values in the order: DT40 TDP1 no CPT | TDP1 block | DT40 TDP1 CPT
47: Cc1cc(NC(=O)c2ccc(N(C)S(=O)(=O)c3ccccc3)cc2)no1
 : ? | 4% | -44%
48: CC1CCCN1c1ccnc2cc(Cl)ccc12 (configuration not stated)
 : 16µM* | nt | 29µM*

(cont.)
(49) CCOc1ccc(S(=O)(=O)c2c(C(=O)c3ccc(CC)cc3)cnc3ccc(C)cc23)cc1
(50) CC(C)CC(c1nnnn1Cc1ccco1)N1CCN(c2cccc(Cl)c2)CC1 (configuration not stated)
(51) CCOC(=O)c1[nH]cnc1C(=O)N[C@@H](C)c1ccccc1
(52) CC(C)c1ccc(NC(=O)Nc2nc(C(N)c3ccccc3Cl)cs2)cc1 (configuration not stated)
(53) CCN(CC)CC(=O)NCc1cc(-c2ccc(OC)cc2)no1
(54) O=C(NCC1CC1)c1onc(CSc2nc3ccccc3[nH]2)c1C(=O)NCC1CC1
(55) COc1ccc2[nH]cc(C(=O)CNc3nc(C)cs3)c2c1
(56) NC(c1csc(Nc2nncc3ccccc23)n1)c1ccccc1Cl (configuration not stated)
entry no. | 49 | 50 | 51 | 52 | 53 | 54 | 55 | 56
DT40 TDP1 no CPT | 23µM* | 16µM* | -6% | 10µM* | -3% | ? | ? | 15µM*
TDP1 block | 7% | -4% | 1% | nt | 3% | nt | 10% | nt
DT40 TDP1 CPT | ? | ? | -4% | 13µM* | 8% | 21µM* | ? | 29µM*

(57) CCC(Oc1ccccc1)C(=O)NCCCN1CCOCC1 (configuration not stated)
(58) COc1ccc(C(=O)NCCS(=O)(=O)N2CCN(C(=O)c3ccco3)CC2)cc1
(59) O=C(NCc1ccc2c(c1)OCO2)Nc1ccc([N+](=O)[O-])cc1
(60) CCOC(=O)CCc1c(C)nc2ncnn2c1C
(61) CC(C)c1ccc(NC(=O)CSC(C)c2nc3ccccc3c(=O)[nH]2)cc1 (configuration not stated)
(62) Cc1ccccc1OCCn1cc(C(=S)N2CCN(C)CC2)c2ccccc21
(63) COc1ccc(S(=O)(=O)NCC2CCCN(C(=O)c3sccc3C)C2)cc1 (configuration not stated)
(64) COc1ccnc(Oc2ccccc2)c1C(=O)N/C=N/OCc1ccccc1
entry no. | 57 | 58 | 59 | 60 | 61 | 62 | 63 | 64
DT40 TDP1 no CPT | 4% | -27% | 4.1µM* | -4% | ? | 15µM* | -2% | ?
TDP1 block | 2%[56.1 µM] | -2% | 2%[56.1 µM] | 4% | 0% | 10% | 2% | nt
DT40 TDP1 CPT | 28% | -10% | 21µM* | -1% | -24% | ? | -29% | -8%

(65) Cc1cc(-c2ccnc(-n3ncc(C(=O)N(C)CC(O)c4ccccc4)c3C)n2)c(C)s1 (configuration not stated)
(66) CCN(C[C@H]1N[C@@](C)(C(=O)OC)[C@H]2C(=O)N(C)C(=O)[C@@H]12)S(=O)(=O)c1ccccc1
(67) CCC1CCCCN1C(=O)CNCC1CCCO1 (configuration not stated)
(68) CN(C)N=Nc1nc2c(c(=O)n(C)c(=O)n2C)n1C
(69) COc1ccccc1N(CC(=O)NCc1ccccc1)C(=O)CCC(=O)Nc1cc(C)ccn1
(70) Cc1cc(S(=O)(=O)Nc2ccc(C(=O)NCC3(N(C)C)CCCCC3)cc2)ccc1F
(71) COc1ccc2[nH]cc(CCNc3nc(-c4cccc(NS(C)(=O)=O)c4)nc4ccccc34)c2c1
(72) O=C(NC1CC1)C1=C[C@H](C2CCCCC2)C[C@H](OCc2ccc(CO)cc2)O1
(73) CCOC(=O)C1(Cc2cccc(Cl)c2)CCCN(C(=O)CCC(=O)N(C)C)C1 (configuration not stated)
(74) Cc1ccc(NC(=O)CSc2nnc(-c3ccccc3Br)o2)cc1C
(75) O=C(CSc1nnc(CNC(=O)c2cccs2)o1)NC1CCCC1
entry no. | 65 | 66 | 67 | 68 | 69 | 70 | 71 | 72 | 73 | 74 | 75
DT40 TDP1 no CPT | -30% | -15% | 11% | -21% | ? | -1% | 13µM* | ? | ? | -21% | -14%
TDP1 block | nt | 1% | 0% | 5% | 1% | nt | 14%[56.1 µM] | 1% | nt | -1% | 2%
DT40 TDP1 CPT | 0%[9.04 µM] | -17% | -18% | 6% | -8% | -2% | ? | ? | ? | -23% | -5%
